Screening results: PubChem, NMMLSC
VLA-4 inh = inhibition in a human VLA-4 binding assay | inhibition, % (about 7 µM as worked out from the volumes in the protocol) | 330,000 tested, 0.2% active | VLA-4 expressing cells, ligand binding flow cytometry | AID 2557; in the data active = inhibition above about 50%
Target sequence (P13612 whole entry, looked up): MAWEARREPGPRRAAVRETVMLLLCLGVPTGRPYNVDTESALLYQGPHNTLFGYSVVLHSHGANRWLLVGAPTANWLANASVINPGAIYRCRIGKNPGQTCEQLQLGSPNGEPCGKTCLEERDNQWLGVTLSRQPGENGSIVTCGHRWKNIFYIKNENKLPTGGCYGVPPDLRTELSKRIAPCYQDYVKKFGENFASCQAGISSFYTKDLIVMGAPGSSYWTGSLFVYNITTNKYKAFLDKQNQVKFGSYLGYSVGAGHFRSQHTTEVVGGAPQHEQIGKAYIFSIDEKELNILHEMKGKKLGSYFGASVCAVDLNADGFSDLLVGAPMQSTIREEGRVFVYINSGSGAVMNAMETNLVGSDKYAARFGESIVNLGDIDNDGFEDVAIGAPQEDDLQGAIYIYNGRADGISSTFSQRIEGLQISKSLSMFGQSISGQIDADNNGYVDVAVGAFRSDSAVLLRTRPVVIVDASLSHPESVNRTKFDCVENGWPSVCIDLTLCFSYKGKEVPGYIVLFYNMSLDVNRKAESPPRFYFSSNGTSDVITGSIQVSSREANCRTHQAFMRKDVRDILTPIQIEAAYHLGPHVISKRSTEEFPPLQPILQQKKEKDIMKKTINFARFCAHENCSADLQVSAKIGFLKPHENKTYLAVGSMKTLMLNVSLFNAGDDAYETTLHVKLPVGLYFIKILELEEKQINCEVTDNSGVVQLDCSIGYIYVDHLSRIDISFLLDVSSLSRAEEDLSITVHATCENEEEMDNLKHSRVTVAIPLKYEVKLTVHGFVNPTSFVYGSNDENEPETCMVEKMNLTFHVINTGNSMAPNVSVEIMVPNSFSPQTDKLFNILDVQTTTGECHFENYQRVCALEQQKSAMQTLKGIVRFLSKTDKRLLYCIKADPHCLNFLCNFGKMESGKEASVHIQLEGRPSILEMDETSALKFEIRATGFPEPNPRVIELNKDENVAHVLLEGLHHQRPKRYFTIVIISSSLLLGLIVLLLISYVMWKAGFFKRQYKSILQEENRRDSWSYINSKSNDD
RPL19A TOR yeast = modulators of TOR pathway RPL19A-GFP in S. cerevisiae; 330,000 tested, 0.3% active; percent response vs DMSO, % at 10 µM; S. cerevisiae RPL19A-GFP strain, flow cytometry, 3 h; hits give low values;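 active = percent response vs DMSO below 50%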;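 also: median channel GFP fluorescence of the barcoded RPL19A-GFP strain; ratio of sample median GFP to plate DMSO average so 100% = DMSO; lower means less RPL19A-GFP as with rapamycin TOR inhibition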
CIT2 TOR yeast = yeast TOR pathway CIT2-GFP modulation | S. cerevisiae CIT2-GFP strain, flow cytometry, 3 h; 100 means same as DMSO wells | GFP response vs DMSO, % at 10 µM | 320,000 tested, 0.065% active | AID 2029;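 active = GFP response relative to DMSO above a set limit, near the screen mean plus 3 SD, cut at about 150% in these data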;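 also: ratio of well median GFP fluorescence to mean of DMSO wells on the plate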
LAP4 TOR yeast = modulators of TOR pathway LAP4-GFP in S. cerevisiae. 320,000 tested, 0.34% active. AID 2023. S. cerevisiae LAP4-GFP multiplex, flow cytometry GFP, 3 h; median GFP as percent of DMSO wells. GFP response vs DMSO, % at 10 µM;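 active = GFP response vs DMSO above a set limit, about the screen mean plus 3 SD, cut at about 150% in these data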
AGP1 TOR yeast = modulators of TOR pathway AGP1-GFP in S. cerevisiae; S. cerevisiae AGP1-GFP multiplex flow cytometry, 3 h; GFP as percent of DMSO wells; GFP response vs DMSO, % at 10 µM; 320,000 tested, 0.02% active;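 active = GFP response relative to DMSO above a set limit, near screen average plus 3 SD, cut at about 150% in these data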;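 also: median GFP channel fluorescence of the gated AGP1 strain per well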
Yeast superoxide = caloric restriction mimetics inhibiting age-related superoxide in yeast | S. cerevisiae aged cells, superoxide DHE fluorescence; hits give low values | superoxide response (% of plate mean), % at 10 µM | 330,000 tested, 0.18% active | AID 2690;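 active = superoxide response under a set limit, about three screen SD below normal, cut at about 65% in these data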;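 also: yeast aged for seven days with compound at 30 °C before DHE staining; 100% = average MFI of all compound-treated wells on the plate with controls excluded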
GRK2 inh = human GRK2 inhibition via aptamer displacement. P25098. 330,000 tested, 0.59% active. inhibition of aptamer binding, % at 10 µM. bead flow cytometry, FAM-aptamer displacement from GRK2;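 active = inhibition of aptamer binding above 40%, roughly 3 SD of noise, on plates passing a quality check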;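 also: median bead fluorescence of bound FAM aptamer so fluorescent compounds give negative values; no value below 0 was filed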
MEP2 TOR yeast = modulators of TOR pathway MEP2-GFP in S. cerevisiae; S. cerevisiae MEP2-GFP strain, flow cytometry GFP, 3 h; 100% = DMSO control level; 330,000 tested, 0.51% active; AID 2016; GFP response vs DMSO, % at 10 µM;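 active = GFP response versus DMSO above a set limit, roughly screen mean plus 3 SD, cut at about 180% in these data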;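 also: median GFP fluorescence of the barcode-gated MEP2-GFP cells per well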
Numbers without * were called inactive; . = no result given.

SMILES	VLA-4 inh	RPL19A TOR yeast	CIT2 TOR yeast	LAP4 TOR yeast	AGP1 TOR yeast	Yeast superoxide	GRK2 inh	MEP2 TOR yeast
O=C1CC(NC2CCN(C(=O)c3cccc(F)c3)CC2)C(=O)N1 (stereo unspecified)	9	103	102	92	101	110	1	102
COc1ccccc1NC(=O)C1=C(C)NC(=O)NC1c1ccc(C)s1 (stereo unspecified)	21	101	97	100	101	88	2	102
CCOC(=O)c1cc(NC(=O)SCC(=O)O)c(C)nc1C	-5	96	102	94	93	91	0	100
CCc1cc(CNC(=O)CC2C(=O)NCCN2Cc2ccccc2C(F)(F)F)on1 (stereo unspecified)	1	95	96	108	108	100	0	102
Cc1cc(C(=O)NNC(=O)CCC2CCCCC2)c(C)o1	25	99	88	104	96	97	0	92
COc1ccc(OC)c(-c2cc(-c3cccnc3)nc(N)c2C#N)c1	1	102	.	.	.	96	0	102
CN1CCN(C(=O)/C(=C\c2ccc3c(c2)OCO3)NC(=O)c2cccs2)CC1	2	100	98	108	102	92	1	98
CCOc1cc(Br)cc(/C=C2\SC(=Nc3ccccc3)NC2=O)c1O	-82	102	98	94	96	118	0	106
CCCCCn1c(SCC2CCCO2)nc2cc(C(=O)N3CCC(C(N)=O)CC3)ccc2c1=O (stereo unspecified)	-9	107	113	106	106	80	0	104
O=S(=O)(c1ccc(NC(=S)N2CCN(c3ccc(O)cc3)CC2)cc1)N1CCOCC1	-27	95	91	92	96	109	0	97
O=C(c1ccccc1)N1CCN(C(=S)NCc2ccco2)CC1	-3	104	104	107	111	103	2	102
COc1cccc(CN2C(=O)c3cccc(N)c3C2=O)c1	3	101	92	102	98	93	2	100
COc1ccc(NC(=O)CN2CCN(CC(=O)Nc3ccccc3Cl)CC2)c(OC)c1	0	102	102	101	108	93	3	106
Cc1ccc(-n2nnc(-c3nccn3C)n2)cc1	-18	94	90	123	83	98	0	87
O=C(C[n+]1cc(-c2ccccc2)n2c1CCC2)OCc1ccccc1	11	101	95	88	98	104	6	97
CC1(C)c2[nH]c3ccccc3c2C[C@@H]2C(=O)N(Cc3ccccc3F)C(=O)N21	-14	109	86	108	93	89	1	99
Cn1c(SCC(=O)Nc2ccc3c(c2)OCCO3)nnc1C(F)(F)F	0	98	96	98	98	99	3	97
COC(=O)CCC(=O)NNC(=O)c1ccc(Cl)cc1Cl	-6	103	103	107	107	97	1	107
COc1ccccc1CNc1nc2nc(C)c(C)c(=O)n2[nH]1	6	92	97	92	92	104	4	100
O=C1CC(N2CCCc3ccccc32)C(=O)N1c1ccccc1Cl (stereo unspecified)	-5	96	95	103	93	84	4	100
O=[N+]([O-])c1ccc(SCc2ccco2)cc1N1CCOCC1	8	101	98	95	97	104	3	103
CCC(OC(=O)c1ccco1)C(=O)NCc1ccc(OC)cc1 (stereo unspecified)	3	103	97	111	103	107	0	105
CCc1c(C)nc(SCC(=O)NNC(=O)c2ccco2)[nH]c1=O	-1	98	103	99	102	136	1	104
Nc1nnc(-c2cccc(Cl)c2Cl)c(N)n1	10	101	89	95	92	101	1	96
COc1cc(CNCc2cccs2)ccc1OCc1cccs1	33	90	97	85	89	94	2	92
CN1CC=C2C(C#N)=C(N)C(C#N)(C#N)[C@H](c3ccoc3)[C@H]2C1	-18	102	99	101	99	101	1	102
COCCNC(=O)C(NC(=O)C1CCCCC1)C12CC3CC(CC(C3)C1)C2 (stereo unspecified)	14	99	96	93	102	104	0	100
Cc1noc(C)c1COc1cccc(C(=O)N2CCc3ccccc32)c1	7	100	98	93	93	106	0	101
Cc1cc(C)n2[nH]c(=O)c(N=Nc3cccc(Cl)c3)c2n1	10	102	108	107	99	90	0	108
COc1cc([N+](=O)[O-])cc(/C=N/NC(=O)c2cc(C)nc3ccccc23)c1O	6	97	97	87	100	101	0	104
Cc1ccc(NC(=O)[C@H](Cc2ccccc2)NC(=O)C2CCNCC2)cc1	13	99	94	97	99	111	0	104
CCC(=O)N1c2ccccc2[C@@H](N(C(C)=O)c2ccccc2)C[C@H]1C	3	98	98	107	105	101	0	101
CC(=O)Nc1cccc(NC(=O)C2CCCN2C(=O)Nc2ccc(C)cc2)c1 (stereo unspecified)	-5	90	105	92	93	94	0	96
c1ccc(-c2nc(-c3nccc4ccccc34)oc2-c2ccccc2)cc1	-18	98	104	101	102	97	1	94
CCN(Cc1ccccc1)S(=O)(=O)c1ccc(C(=O)N(CCCN(C)C)c2nc3cc4c(cc3s2)OCO4)cc1	-16	100	96	76	94	94	0	96
COc1ccccc1N1CCN(Cc2cc(OC)c3c(c2)OCO3)CC1	-17	105	105	99	104	104	3	111
C=CCn1c(SCCC#N)nnc1-c1ccncc1	3	101	105	109	102	98	1	106
CC(C)CC(=O)Nc1ccnn1C1CCN(C(=O)c2ccccc2F)CC1	9	93	103	126	98	103	0	133
CCOC(=O)c1sc(=S)n(CC)c1NC(=O)c1ccccc1	-5	104	105	111	109	92	3	107
CN(CC(=O)Nc1ccc(F)c(F)c1F)c1cnccn1	18	97	94	90	98	142	0	87
c1ccc(Cn2c(NCc3ccncc3)nc3ccccc32)cc1	7	100	101	98	102	124	1	98
COc1ccc(CCNC(=O)COc2cc(O)c3c(c2)OC(C)(C)CC3=O)cc1	-7	100	96	100	96	87	0	88
Cc1ccnc(NC(=O)C2CCN(S(=O)(=O)c3cccc4nsnc34)CC2)c1	5	107	95	99	113	103	3	105
Cc1cccc(C(=O)C2CCOC(C)(C)C2)c1 (stereo unspecified)	-2	98	95	107	101	107	9	95
COC(=O)Cn1cccc1C(=O)c1ccccc1	.	107	108	113	104	89	0	106
O=C(O)C(Cc1ccccc1)Nc1ccc([N+](=O)[O-])cc1[N+](=O)[O-] (stereo unspecified)	-7	100	100	99	92	130	2	107
COc1cccc(CNC(=O)CCS(=O)(=O)c2cccc3nonc23)c1	-6	92	95	92	89	90	0	102
CCOc1ccc(N2CC(O)=C(c3ccccc3)C2=N)cc1	-3	98	101	103	100	96	0	101
NC(=O)c1c(NC(=O)c2ccco2)sc2c1CCC2	-15	95	93	113	93	107	0	103
O=C(NC1(C(F)(F)F)NC(=O)N(Cc2cccnc2)C1=O)c1ccccc1 (stereo unspecified)	1	100	103	98	103	107	0	106
Cc1cc(C)nc(/N=C(\N)N2CCCCC2)n1	-4	102	106	90	100	95	0	99
COC(=O)c1cc(C)ccc1OCc1ccc([N+](=O)[O-])cc1	-9	102	109	114	110	113	0	105
COc1cc(OC)cc(C(=O)Nc2cccc(NC(C)=O)c2)c1	-9	99	101	96	98	99	1	98
Cc1ccccc1N(CC(=O)N/N=C/c1ccc(Cl)cc1)C(=O)c1ccccc1	-3	100	101	104	.	97	0	100
COc1cccc(OC)c1C(=O)Nc1ccc(S(=O)(=O)Nc2ncccn2)cc1	-9	85	72	69	127	91	4	82
CC12CCC(C/C1=N\N=C1\NC(=O)/C(=C\c3cccc(Br)c3)S1)C2(C)C (stereo unspecified)	4	102	103	94	85	113	2	100
COc1cc(NC(=O)Cc2ccccc2)ccc1NC(=O)Cc1ccccc1	2	100	93	84	95	106	3	93
CN(C)c1ccc(-c2cccc(C3CC=CC4C3C(=O)N(Cc3ccccc3)C4c3ccc4ccccc4c3)c2)cc1 (stereo unspecified)	3	102	96	97	103	111	1	104
Cn1c(=O)oc2cc(S(=O)(=O)Nc3ccc(F)cc3)ccc21	-1	101	98	92	98	98	0	105
Cc1c(CN2CCC(CO)(Cc3cccc(C(F)(F)F)c3)CC2)c2ccccc2n1C	11	102	104	88	100	105	0	110
Going on with the list:
SMILES	VLA-4 inh	RPL19A TOR yeast	CIT2 TOR yeast	LAP4 TOR yeast	AGP1 TOR yeast	Yeast superoxide	GRK2 inh	MEP2 TOR yeast
CCn1cnc2scc(-c3ccccc3)c2c1=O	4	100	.	99	103	95	2	99
Cc1ccc(NC(=O)c2ccc(C(C)(C)C)cc2)cc1-n1cnnn1	1	99	106	101	99	95	0	100
CCN(c1ccccc1)S(=O)(=O)c1cc(C(=O)OC2CCOC2=O)ccc1C (stereo unspecified)	6	98	96	102	101	100	5	102
CN(C)/C=C(/C(=O)c1ccc(F)cc1)S(=O)(=O)c1ccc(F)cc1	2	84	.	80	66	81	0	92
O=C(c1ccco1)N1CCCC(N2CCN(c3cccc(C(F)(F)F)c3)CC2)C1 (stereo unspecified)	11	93	97	90	97	81	0	93
O=C(NCc1nc2ccccc2[nH]1)C1=C[C@@H](C2CCCCC2)C[C@@H](OCc2ccc(CO)cc2)O1	12	98	68	102	87	99	6	95
CNC(=O)/C(C#N)=C/c1ccc(-c2ccc(Cl)cc2)o1	0	94	108	101	92	103	0	105
Cc1ccc2nsnc2c1NC(=O)c1ccc2c(c1)OCCO2	-3	88	91	96	90	102	0	98
O=C(N/N=C/c1c[nH]c2ccccc12)c1sc2ccccc2c1Cl	16	103	101	90	99	104	6	99
COCCc1nc2ccc(C(=O)N3CCCCC3COC)cc2o1 (stereo unspecified)	-69	100	101	101	102	87	5	107
COc1ccc(C(=O)Oc2ccc(/C=N/NC(=O)c3cccnc3)cc2OC)cc1	14	103	103	86	109	95	1	104
Cc1cccc(-c2noc(CNC(=O)COc3ccccc3C)n2)c1	-5	100	98	94	90	107	0	104
O=C(Nc1ccc(Cl)c(Cl)c1)Nn1cnnc1	2	104	97	97	99	94	0	105
C[C@H](NC(=O)c1[nH]cnc1C(=O)Nc1nccs1)c1ccccc1	26	88	88	73	68	116	4	86
COc1cccc(S(=O)(=O)Nc2noc3ccccc23)c1	-10	98	93	89	94	100	3	98
Cc1ccc(C)c(NC(=O)C[n+]2ccccc2)c1	8	102	103	89	97	92	0	100
O=C(Nc1cc(N2CCCCC2)ncn1)c1ccccc1	3	86	84	126	96	109	0	94
O=C(CSc1nnc(CNc2ccc(F)cc2)n1Cc1ccccc1)NCc1ccccc1	-4	98	92	96	97	105	3	94
COc1ccc(CNC(=O)CN(C(=O)c2ccc(CN3CCOCC3)o2)C2CCCC2)cc1	16	100	100	103	101	115	0	100
O=Cc1cn(CC(O)Cn2cc(C=O)c3ccccc32)c2ccccc12	11	101	100	93	104	88	0	96
CCSc1nc2c(cnn2-c2ccc(C)c(C)c2)c(=O)[nH]1	-23	102	102	107	104	103	2	108
O=C(COC(=O)c1ccc2[nH]c3c(c2c1)CCCC3)Nc1ccccc1	23	102	97	98	98	84	1	101
CCN(CC)S(=O)(=O)c1ccc(NC2CCCc3ccccc32)nc1 (stereo unspecified)	6	101	103	105	105	107	0	109
CSc1ncccc1C(=O)OCC(=O)c1ccc2c(c1)NC(=O)CO2	6	101	98	104	103	111	0	103
O=C(CCCC(=O)c1ccccc1)NCCc1ccccc1	7	101	100	102	102	102	3	109
O=C(COc1ccc(Br)cc1)c1ccc2c(c1)CCCC2	-3	95	88	86	85	102	1	96
COc1cccc(NS(=O)(=O)c2ccc(Br)s2)c1	1	94	80	92	98	87	0	88

Shown with bars between the fields: entries from further up
smiles | VLA-4 inh | RPL19A TOR yeast | CIT2 TOR yeast | LAP4 TOR yeast | AGP1 TOR yeast | Yeast superoxide | GRK2 inh | MEP2 TOR yeast
CCN(CC)S(=O)(=O)c1ccc(NC2CCCc3ccccc32)nc1 (stereo unspecified) | 6 | 101 | 103 | 105 | 105 | 107 | 0 | 109
CSc1ncccc1C(=O)OCC(=O)c1ccc2c(c1)NC(=O)CO2 | 6 | 101 | 98 | 104 | 103 | 111 | 0 | 103

Gathered by group: the entries above containing a cyano group
SMILES	VLA-4 inh	RPL19A TOR yeast	CIT2 TOR yeast	LAP4 TOR yeast	AGP1 TOR yeast	Yeast superoxide	GRK2 inh	MEP2 TOR yeast
COc1ccc(OC)c(-c2cc(-c3cccnc3)nc(N)c2C#N)c1	1	102	.	.	.	96	0	102
CN1CC=C2C(C#N)=C(N)C(C#N)(C#N)[C@H](c3ccoc3)[C@H]2C1	-18	102	99	101	99	101	1	102
C=CCn1c(SCCC#N)nnc1-c1ccncc1	3	101	105	109	102	98	1	106
CNC(=O)/C(C#N)=C/c1ccc(-c2ccc(Cl)cc2)o1	0	94	108	101	92	103	0	105
